KLK7 zymogen act – proKLK7 (human) activation, primary screen; P49862; purified proKLK7, EDANS-DABCYL substrate fluorescence; 100% is mature enzyme control, 0% vehicle; activation, % at 7 µM; 0.9% of 370,000 active; AID 652039;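 active = activation above the mean of all tested compounds plus 3 SD, computed per campaign excluding outliers beyond control limits, cut at about 13% in these data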
Target sequence (P49862 whole entry, looked up): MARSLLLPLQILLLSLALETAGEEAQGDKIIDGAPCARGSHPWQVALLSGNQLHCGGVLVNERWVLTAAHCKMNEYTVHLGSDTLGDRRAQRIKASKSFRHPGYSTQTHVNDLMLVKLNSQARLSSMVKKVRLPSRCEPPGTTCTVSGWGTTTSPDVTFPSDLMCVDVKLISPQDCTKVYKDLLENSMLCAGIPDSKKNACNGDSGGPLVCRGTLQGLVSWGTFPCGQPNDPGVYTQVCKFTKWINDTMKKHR
UHRF1 binding – UHRF1 methyl-DNA binding inhibition; Q96T88; UHRF1 binding to methylated oligo, TR-FRET; inhibition, % at 4.4 µM; 0.75% of 370,000 active; in the data active = inhibition above about 21%;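 also: UHRF1 SRA domain binding a hemimethylated CpG hairpin DNA probe; 0% = median of test compound wells and 100% = reference inhibitor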
TDP2 inh – TDP2 (human) inhibition, absorbance primary screen; O95551; recombinant TDP2, T5PNP hydrolysis, p-nitrophenol absorbance 415 nm; inhibition, % at 12.8 µM; 0.34% of 370,000 active; AID 720702;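 active = inhibition above the mean of all tested compounds plus 3 SD, set per campaign, cut at about 25% in these data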;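 also: 0% = DMSO with enzyme and 100% = buffer with substrate but no TDP2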
Target sequence (O95551 whole entry, looked up): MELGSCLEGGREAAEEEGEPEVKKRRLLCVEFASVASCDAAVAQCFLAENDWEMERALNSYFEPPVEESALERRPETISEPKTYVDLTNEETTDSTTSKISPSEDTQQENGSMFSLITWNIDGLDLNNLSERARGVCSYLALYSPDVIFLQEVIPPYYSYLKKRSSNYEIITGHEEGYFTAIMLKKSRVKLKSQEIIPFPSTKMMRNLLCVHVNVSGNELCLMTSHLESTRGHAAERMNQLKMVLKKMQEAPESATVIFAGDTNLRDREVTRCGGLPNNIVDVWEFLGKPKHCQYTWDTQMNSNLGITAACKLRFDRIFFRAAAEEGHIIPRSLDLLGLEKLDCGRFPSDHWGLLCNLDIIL
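Assay system: recombinant human TDP2 / Reagent: T5PNP substrate at 5 mM, a TopII-DNA adduct mimic / Measured by: epi absorbance from released p-nitrophenol / Evaluation: % inhibition relative to enzyme-containing and enzyme-free wells / Control set: enzyme-free and DMSO wells / Replicates: each compound tested once, singlicate / Schedule: enzyme reaction with compound for 2 h at 37 °C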
DDE Tn6 FP inh – disrupts Tn6 cyclic peptide binding to fibrin D-Dimer-E complex; P02675; inhibition, % at 8.3 µM; Fibrin DD(E) TRITC-Tn6 fluorescence polarization displacement; AID 720509; 0.21% of 370,000 active;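 active = inhibition above a per-campaign cutoff: mean of compounds within control limits plus 3 SD, cut at about 15% in these data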;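 also: 0% = median of all compound wells on the plate and 100% = blocking peptide control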
TCR-CD3 inh – blocks the human TCR-CD3 interaction. TAMRA-labeled TCR probe fluorescence, biochemical. inhibition, % at 9.4 µM. 0.37% of 360,000 active; in the data active = inhibition above about 19%;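 also: recombinant mutant TCR 2C K166C tagged with TAMRA read by polarization; 0% = receptor in buffer alone and 100% = receptor with positive control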
LEDGF integ inh – blocks HIV-1 LEDGF/p75-dependent DNA integration; TR-FRET IN-LEDGF/p75 DNA integration, Eu/Cy5; inhibition, % at 3.7 µM; 0.64% of 370,000 active; AID 743269;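 active = inhibition above the screen-wide mean plus 3 SD, cut at about 13% in these data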;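 also: signal is the Cy5 over europium emission ratio at 671 and 618 nm; 0% = plate median of compound wells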
MBD2 DNA inh – inhibitors of human MBD2 binding to methylated oligonucleotide; Q9UBB5; TR-FRET; inhibition, % at 4.4 µM; 0.31% of 370,000 active; AID 686964; in the data active = inhibition above about 13%
PRMT1 inh – inhibitors of human PRMT1; recombinant PRMT1, activity-based probe fluorescence polarization; Q99873; inhibition, % at 2.79 µM; AID 652257; 1.3% of 370,000 active;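 active = inhibition above about 21% made by adding two undisclosed values, limit read from the data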
DDE Tn7 FP inh – DD(E)-Tn7 binding inhibition, primary FP screen. P02675. FP displacement of FITC-Tn7 peptide from fibrin DD(E); 0% = median of compound wells per plate. inhibition, % at 8.3 µM. 0.13% of 370,000 active. AID 720508;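 active = inhibition above the mean of compounds falling within the control limits plus 3 SD of them, cut at about 14% in these data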;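 also: 0% = plate median of compound wells and 100% = 10 µM Aha-Tn7 peptide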
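Assay system: human fibrin DD(E). Input: DD(E) 2 µM final. Medium: Tris buffer with calcium and detergent, pH 7.8. Compound dosing: single point at 8.3 µM. Timing: 10 min plus 3 h, room temperature. Technique: fluorescence polarization of the labelled Tn7 tracer. Read-out: percent inhibition. Replicates: singlicate testing.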
SIAE inh – inhibitors of human sialic acid acetylesterase SIAE; Q9HAT2; SIAE FP-Rh probe binding, fluorescence polarization; inhibition, % at 9.66 µM; 0.69% of 370,000 active;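 active = inhibition above a cutoff: mean of compounds within the control limits plus 3 SD of those, cut at about 17% in these data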;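 also: 0% = plate median of compound wells and 100% = probe without SIAE protein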
* marks the source's active call; other numbers are inactive results; nt = no result given.

Below each SMILES – KLK7 zymogen act	UHRF1 binding	TDP2 inh	DDE Tn6 FP inh	TCR-CD3 inh	LEDGF integ inh	MBD2 DNA inh	PRMT1 inh	DDE Tn7 FP inh	SIAE inh
> COc1ccccc1-c1c(C#N)c(N)nc2c1CCC2
    -0.4	0	4	4	3	-4	1	-3	-4	0
> COc1cccc(/C=N\NC(=O)C2C(=O)NCC2c2ccccc2)c1O (configuration not stated)
    -21	1	-9	8	-3	-6	0	-2	-5	13
> COc1ccc(NS(=O)(=O)c2ccc(N)c(C(=O)O)c2)cc1
    0.1	5	-5	-4	4	4	0	3	0	3
> Cc1ccc(OC/C(=N\O)C(C)(C)C)c([N+](=O)[O-])c1
    -0.6	3	-3	7	1	-2	2	-1	-9	3
> COc1ccc(C(=S)N2CCOCC2)cc1OC(=O)c1ccc([N+](=O)[O-])cc1
    0.4	2	12	2	1	2	-1	3	-3	2
> O=C(Nc1ccc2c(c1)OCO2)C1CC1
    -0.3	-2	7	-3	5	1	-5	-1	7	13
> Cc1ccccc1OCCN(C#N)c1nc(N(C)C)nc(N(C)C)n1
    0.5	1	-2	-1	0	-5	5	6	-3	-6
> O=C(COc1ccc2ccccc2c1)NCCc1ccc2c(c1)OCCO2
    0.4	1	-11	18*	-2	1	0	1	-1	-4
> O=C(c1ccc(CNS(=O)(=O)c2ccccc2)cc1)N1CCN(c2ccccn2)CC1
    0.2	23*	4	-3	2	3	13	-2	-3	2
> Cn1nc(C(F)(F)F)c(-c2cccc(C(F)(F)F)c2)c1NC(=O)Nc1ccc(F)cc1
    0.3	2	-8	-6	6	-3	-1	2	3	-4
> COc1cccc2c(=O)c(C(=O)NCCc3ccccc3)c[nH]c12
    -0.5	-3	-11	1	9	3	-1	-7	-9	-6
> Cc1ccc(NC(=O)CNc2ccccc2N2CCCC2=O)cc1S(=O)(=O)N1CCCCC1
    0.0	-2	7	-4	1	2	2	0	11	0
> COc1ccc(C(=O)Nc2ccc(C(=O)NCCc3ccccc3)cc2)cc1
    0.1	1	12	5	3	4	1	-1	-6	-9
> O=C(CSc1nnc(-c2cccnc2)n1-c1ccccc1)Nc1cccc2ccccc12
    -0.3	2	-6	8	nt	-4	2	0	-10	-2
> O=C(O)CCn1cc(/C=C/C(=O)c2ccc(Cl)cc2)c(-c2ccc(Br)cc2)n1
    -0.9	1	-3	-7	3	2	1	3	-2	-17
> COc1ccc(NS(=O)(=O)c2cccc(C(=O)NC3CCN(Cc4ccccc4)CC3)c2)cc1
    0.3	2	-1	4	3	3	-4	-3	-1	1
> O=C(COC(=O)c1nc(Cl)ccc1Cl)NC(=O)c1ccccc1
    0.8	-1	-18	4	2	2	4	-2	10	9
> O=c1c2ccccc2nc(/C=C/c2ccc(O)cc2)n1CCc1ccccc1
    -2.2	1	-4	3	3	-3	2	1	4	3
> O=C(c1cn(-c2ccccc2)nc1-c1cc2ccccc2oc1=O)N1CCOCC1
    4.5	2	7	-1	-2	-3	4	4	4	6
> O=c1[nH]c(/C=C\c2ccc(O)cc2)nc(O)c1[N+](=O)[O-]
    -0.7	3	3	2	8	3	-4	6	4	4
> CCOc1ccc2nc(SCC(=O)c3ccc(Cl)s3)sc2c1
    0.3	1	-3	4	-6	-1	4	-2	2	-7
> O=C(CSc1nc(-c2ccco2)cc(C(F)(F)F)n1)NCC1CCCO1 (configuration not stated)
    0.7	0	8	0	3	0	-3	3	0	-4
> CCN(c1cc(C)cc(C)c1)S(=O)(=O)c1nnc(NC(=O)c2ccco2)s1
    -0.1	12	-3	3	-11	-4	3	6	-1	-2
> COc1ccc(C(=O)N2CCN(S(=O)(=O)c3ccc(Br)cc3)CC2)cc1
    -0.8	-2	4	0	6	-1	-3	-1	7	-9
> O=C(CN1CC(c2ccccc2)CC1=O)N/N=C/c1cc(Br)ccc1O (configuration not stated)
    -64	0	-5	-5	5	-9	3	1	7	-1
> CCC(C)(C)NC(=O)CN(C(=O)CCC(=O)Nc1nccs1)c1ccc2c(c1)OCO2
    -0.2	3	-15	-7	-6	4	3	-2	5	1
> Cc1ccc(Nc2c(-c3ccccn3)nc3ccc(C)cn23)cc1
    -1.3	-3	-18	-1	-4	0	-6	-1	-1	8
> CC(C)Oc1ccc(S(=O)(=O)N2CCCCC2)cc1NC(=O)CN1CCCC1c1cccs1 (configuration not stated)
    -0.4	0	5	3	3	0	-7	2	11	-5
> CCCc1nn(C)c(C(=O)Nc2ccccc2)c1Cl
    -0.2	6	6	13	-5	-4	2	3	-3	-3
> COc1cccc(C(=O)NCC(=O)OCC(=O)Nc2ncc(Cl)cc2Cl)c1
    0.1	1	-4	4	4	10	-2	-1	-8	-2

Part of the list above, as comma-separated lines.
canonical_smiles,KLK7 zymogen act,UHRF1 binding,TDP2 inh,DDE Tn6 FP inh,TCR-CD3 inh,LEDGF integ inh,MBD2 DNA inh,PRMT1 inh,DDE Tn7 FP inh,SIAE inh
Cc1ccccc1OCCN(C#N)c1nc(N(C)C)nc(N(C)C)n1,0.5,1,-2,-1,0,-5,5,6,-3,-6
O=C(COc1ccc2ccccc2c1)NCCc1ccc2c(c1)OCCO2,0.4,1,-11,18*,-2,1,0,1,-1,-4

Next part:
Below each SMILES – KLK7 zymogen act	UHRF1 binding	TDP2 inh	DDE Tn6 FP inh	TCR-CD3 inh	LEDGF integ inh	MBD2 DNA inh	PRMT1 inh	DDE Tn7 FP inh	SIAE inh
> COc1ccc(C(C(=O)NC(C)(C)C)n2c(=O)c(-c3ccco3)nc3ccccc32)cc1 (configuration not stated)
    0.3	-1	-2	-6	-8	1	8	31*	2	-1
> O=C(NCc1ccccc1)c1csc(-c2cccnc2)n1
    -0.2	1	11	2	6	-2	-2	2	-9	-1
> c1ccc2sc(SCSc3nc4ccccc4s3)nc2c1
    0.1	0	-9	-3	9	0	0	-4	8	-2
> O=C(O)c1cccc(C(=O)O)c1Br
    0.3	0	-1	-1	1	-4	4	3	6	5
> O=C(Nc1nnc(S(=O)(=O)N2CCCCCC2)s1)c1ccccc1
    -0.2	-3	-6	-4	-3	-4	-3	2	4	0
> O=C(N/C=C\c1ccccc1)NCc1ccc(Cl)cc1
    -1.0	4	-6	-8	-5	-1	4	1	-5	-10
> O=C1OCCN1C(=O)[C@H]1[C@H](c2ccc(Cl)cc2)C(c2ccccc2)=NN1c1ccc(Br)cc1
    -84	-1	0	0	6	0	2	-3	1	-8
> COc1cc(NC(=O)CCCN2C(=O)NC(C)(C)C2=O)cc(OC)c1
    0.4	2	-4	-7	-9	-5	-1	1	1	0
> O=C(CSc1nnc(-c2ccccc2O)o1)Oc1ccc(Br)cc1
    -0.3	-2	0	8	2	-3	-5	2	5	3
> C=CC[C@H](CC(=O)N(CCO)Cc1ccccc1)C(=O)N[C@@H](COC(=O)[C@@H](CC=C)Cc1ccc(F)cc1)Cc1c[nH]c2ccccc12
    0.7	-2	2	-1	2	0	-6	0	10	-3
> CC(NS(=O)(=O)/C=C/c1ccccc1)C(=O)NCCc1ccc(S(N)(=O)=O)cc1 (configuration not stated)
    0.4	0	3	9	1	-7	3	1	5	2
> Cc1ccc2nc(-c3ccc(NC(=O)COCC(=O)O)cc3)sc2c1
    -1.1	3	0	6	-4	1	3	8	2	-21
> O=C(CN1C(=O)NC(c2ccccc2)(c2ccccc2)C1=O)NCC(=O)Nc1ccc(F)cc1
    -0.1	3	-2	-5	-2	-1	5	-1	1	1
> CCCS(=O)(=O)NC(=O)C1(C)CCN(C(=O)c2cc(C(C)(C)C)nn2C)C1 (configuration not stated)
    0.1	1	9	-7	1	-3	-6	0	-3	-1
> COCCN1Cc2cccc(C(=O)Nc3cc(OC)ccc3OC)c2C1=O
    0.4	-1	-6	-11	0	-2	3	-2	-3	-3
> COc1cc(OC)c(C2C3=C(CCCC3=O)Nc3nc4ccccc4n32)cc1OC (configuration not stated)
    -0.7	-1	-1	6	-2	-1	-1	-2	-1	-2
> O=C(N/N=C/c1ccc(O)cc1)c1cccc(N/N=C/c2ccc(O)cc2)c1
    -0.2	-1	-12	-7	2	-2	-2	5	8	12
> CC(C)N(Cc1ccccc1)C(=O)CC(=O)N(Cc1ccccc1)C(C)C
    -0.7	1	-2	-9	-10	0	-1	2	5	7
> O=C(NCCN1CCN(c2ccccc2)CC1)C1CCN(S(=O)(=O)c2cccs2)CC1
    -0.1	2	-8	4	2	-3	-5	0	-6	1
> Nc1ncnc2c1ncn2C1OC(C(=O)NC2CC2)C(O)C1O (configuration not stated)
    0.3	5	-7	3	0	6	1	-4	-14	-1
> CCSc1nnc(NC(=O)Cc2cccc(OC)c2)s1
    0.3	-1	4	1	-5	-2	5	1	3	-12
> Cn1c(=S)c2[nH]c(SCc3cccnc3)nc2n(C)c1=O
    1.5	-5	13	13	-9	2	6	10	0	12
> N#Cc1ccccc1S(=O)(=O)N1CCN(CC(O)c2ccccc2)CC1 (configuration not stated)
    0.2	0	13	-8	6	1	-2	1	4	2
> CNc1c(NS(=O)(=O)c2ccc(F)c(Cl)c2)c(=O)oc2ccccc12
    -0.2	-1	7	-5	-3	0	-3	2	0	0
> CCOc1ccccc1C1C(C(N)=O)=C(C)Nc2nc(-c3ccccc3Cl)nn21 (configuration not stated)
    1.4	4	-6	3	7	-1	6	1	4	-5
> COc1ccc(-c2cc(C(=O)N3CCN(c4ccccc4OC)CC3)no2)cc1OC
    0.4	4	-5	0	-7	-4	0	4	-5	-4
